Screening results deposited in PubChem by National Center for Advancing Translational Sciences (NCATS).
IDH1 R132H inh: inhibitors of human mutant IDH1 R132H; O75874; actives 0.093% (n = 390,000); Potency, µM (series often up to 76.6 µM), without a hit: at the top dose activity change, negative = inhibition, most hits filed as inhibitors; AID 602179; IDH1-R132H enzyme, NADPH consumption, diaphorase/resazurin fluorescence; note: potency is the fitted concentration of half-maximal effect; % is set by controls: 0 for no effect and ±100 for the full control effect; nearly all actives have a fitted effect of over 65% in size
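IDH1-R132H (0.5 ug/mL) preincubated 30 min with compound, then NADPH (0.016 mM) and alpha-KG (2 mM) added; 80 min at RT, pH 7.5. Remaining NADPH coupled via diaphorase/resazurin to fluorescence (540/590 nm); concentration-response curves normalized to no-enzyme control.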
TrxR1 substrate: is turned over as a substrate by rat TrxR1; O89049; purified TrxR1 substrate turnover, NADPH consumption readout; Potency, µM (top dose mostly 114 µM), for inactives: at the highest dose activity change, negative = substrate turnover; actives 0.01% (n = 390,000); AID 588456; note: potency is the fitted concentration of half-maximal effect; % is set by controls: 0 for no effect and ±100 for the full control effect; nearly all actives have a fitted effect of over 50% in size
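Rat TrxR1, dispensed at 90 nM, was prereduced with 400 uM NADPH (final) for 5 min at ~22 deg C, then incubated with compound 15 min before 400 uM selenite. A first-read NADPH fluorescence drop versus no-compound background flagged substrates.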
GRP78 ERSR act: inducers of ER stress response in human glioma cells; AID 602332; actives 0.02% (n = 420,000); Potency, µM, for inactives: at the top dose activation, usual class: activators; U87-MG GRP78 promoter luciferase reporter, 16 h; note: potency is the fitted concentration of half-maximal effect; series mostly up to about 76 µM; % of control where 0% means no effect; nearly all actives have a fitted effect of over 35% in size
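ERSR induction read as luciferase luminescence (Bright-Glo, 10 min at room temperature) in stably transfected human U87-MG glioma cells exposed to compounds for 16 h, using GRP78 as sensor.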
RGS4 inh: blocks human RGS4-accelerated GTP hydrolysis. actives 0.039% (n = 390,000). Transcreener GDP fluorescence polarization, RGS4-accelerated GTP hydrolysis. Potency, µM (highest dose often 114 µM), for inactives: at the top dose activity change, negative = inhibition, most hits filed as inhibitors. P49798; note: potency is the fitted concentration of half-maximal effect; % is set by controls: 0 for no effect and ±100 for the full control effect; nearly all actives have a fitted effect of over 75% in size; some results filed as inactive show a strong effect at the top dose
Target sequence (P49798 whole entry, looked up): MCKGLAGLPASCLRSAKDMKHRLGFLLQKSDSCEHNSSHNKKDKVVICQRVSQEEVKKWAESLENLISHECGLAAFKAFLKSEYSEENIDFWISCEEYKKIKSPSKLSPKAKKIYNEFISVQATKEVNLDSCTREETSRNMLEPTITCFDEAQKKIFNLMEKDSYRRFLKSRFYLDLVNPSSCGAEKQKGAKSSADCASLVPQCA
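MLSMR compounds (23 nl, pin-transferred) preincubated 10 min at room temperature with a 500nM (2x) first reagent, then RGS4 at 900nM (2x) plus Transcreener GDP mix added; fluorescence polarization (620/688 nm) read before and after 90 min at 30 °C.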
Vif-APOBEC3F blk: Vif-A3F binding inhibition. HeLa A3F-eYFP + Vif (tagged APOBEC3F with the HIV-1 protein that degrades it), YFP fluorescence increase. Potency, µM (top dose mostly 46.1 µM), for inactives: top-dose activity, negative = active. actives 0.2% (n = 390,000); note: potency is the fitted concentration of half-maximal effect; % of control where 0% means no effect; nearly all actives have a fitted effect of over 65% in size
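HeLa cells stably expressing A3F-eYFP plus Vif, plated and incubated overnight at 37 deg C, then exposed to compounds overnight at 37 deg C. Blocked degradation read as raised yellow fluorescence (Ex 488/Em 500-530).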
TrxR1 inh: blocks rat thioredoxin reductase 1; Potency, µM (series often up to 114 µM), inactives show at the highest dose activity change, negative = inhibition, hits mostly inhibitors; AID 588453; recombinant rTrxR1, NADPH fluorescence consumption, selenite substrate; actives 1% (n = 390,000); note: potency is the fitted concentration of half-maximal effect; % is set by controls: 0 for no effect and ±100 for the full control effect; nearly all actives have a fitted effect of over 65% in size
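Rat TrxR1 (90 nM in the dispensed reagent) was pre-reduced with 400 uM NADPH for 5 min at room temperature, then incubated with compound for 15 min. After 400 uM selenite was added, NADPH fluorescence (Ex 340/Em 450 nm) was followed for 8 min.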
Vif-A3G inh: blocks the Vif interaction with human APOBEC3G | Q9HC16 | HeLa A3G-eYFP + Vif (tagged APOBEC3G with the HIV-1 protein that degrades it), YFP fluorescence, overnight | Potency, µM (doses to about 46.1 µM), without a hit: at the highest dose activity, negative = active, usual class: inhibitors | actives 0.076% (n = 410,000);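 note: potency is the fitted concentration of half-maximal effect; % is set by controls: 0 for no effect and ±100 for the full control effect; nearly all actives have a fitted effect of over 60% in size; hits raise eYFP signal because A3G escapes Vif-driven loss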
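HeLa cells stably expressing Vif and C-terminally eYFP-tagged A3G, seeded overnight at 37 deg C, then exposed to compound by pintool overnight at 37 deg C. Rise in yellow fluorescence (Ex 488/Em 500-530, Acumen) marks blocked Vif-driven A3G degradation.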
USP1-UAF1 inh: blocks the human USP1/UAF1 deubiquitinase complex; recombinant USP1/UAF1, Ub-Rhodamine cleavage fluorescence; actives 0.23% (n = 390,000); AID 743255; O94782; Potency, µM (titrated, usually from 57.1 µM), for inactives: top-dose activity change, negative = inhibition, hits mostly inhibitors; note: potency is the fitted concentration of half-maximal effect; % is set by controls: 0 for no effect and ±100 for the full control effect; nearly all actives have a fitted effect of over 60% in size; inactives centre near -12
Target sequence (O94782 whole entry, looked up): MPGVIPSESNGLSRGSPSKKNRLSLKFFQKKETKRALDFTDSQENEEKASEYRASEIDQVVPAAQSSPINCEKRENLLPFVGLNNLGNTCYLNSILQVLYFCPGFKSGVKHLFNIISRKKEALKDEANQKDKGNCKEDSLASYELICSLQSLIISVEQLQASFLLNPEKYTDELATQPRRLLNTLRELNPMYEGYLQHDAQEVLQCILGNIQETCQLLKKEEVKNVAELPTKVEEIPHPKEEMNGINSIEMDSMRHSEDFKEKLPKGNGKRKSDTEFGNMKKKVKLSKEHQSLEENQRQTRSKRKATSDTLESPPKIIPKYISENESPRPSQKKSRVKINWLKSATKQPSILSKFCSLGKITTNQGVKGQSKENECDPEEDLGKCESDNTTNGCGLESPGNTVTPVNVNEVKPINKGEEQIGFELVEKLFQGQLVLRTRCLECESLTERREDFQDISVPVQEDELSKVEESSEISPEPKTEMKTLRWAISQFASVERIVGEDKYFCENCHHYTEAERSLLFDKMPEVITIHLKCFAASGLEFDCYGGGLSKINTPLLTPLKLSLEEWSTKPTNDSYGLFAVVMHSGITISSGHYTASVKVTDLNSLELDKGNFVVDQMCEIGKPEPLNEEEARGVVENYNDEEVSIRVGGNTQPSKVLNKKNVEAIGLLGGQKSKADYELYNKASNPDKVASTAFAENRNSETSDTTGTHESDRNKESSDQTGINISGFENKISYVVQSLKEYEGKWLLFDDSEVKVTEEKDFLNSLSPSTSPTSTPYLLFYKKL
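In this screen, compounds sit with the deubiquitinase complex (1nM) for 15 min at room temperature before Ub-Rho is added at 150nM final. Fluorescence rise is then followed for 6 reads every 60 seconds.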
LDHA inh: LDHA (human) enzyme inhibition | P00338 | purified LDHA, NADH/diaphorase-resazurin fluorescence; hits give low values | activity change, % (values are at about 110 or 230 µM) | actives 0.15% (n = 480,000) | AID 1347041; in the data active = activity change below about -30%; inconclusive = mostly about -25% to -30%;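 note: plate controls were DMSO wells for no effect and wells without enzyme for full effect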
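Remaining NADH was detected by diaphorase (0.133 mg/mL) converting 37 µM resazurin to fluorescent resorufin, read at 0 and 20 minutes. The preceding 5-minute room-temperature reaction used 2 nM LDHA, 0.2 mM sodium pyruvate and 0.06 mM NADH at pH 7.4.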
Numbers without * were called inactive; ? = inconclusive; / = not tested or not shown; & = joins results of further samples; [ ] = another dose, or the depositor's remark. Unless noted, calls come from the whole dose curve; as a rule, active = well fitted curve in the direction sought with a large enough effect; inconclusive = small, poorly fitted or top-dose-only effect, or another doubt; inactive = no such curve, though single readings can be large; an effect the other way counts as inactive or inconclusive.

SMILES	IDH1 R132H inh	TrxR1 substrate	GRP78 ERSR act	RGS4 inh	Vif-APOBEC3F blk	TrxR1 inh	Vif-A3G inh	USP1-UAF1 inh	LDHA inh
COc1ccc(CCNC(=O)CN(c2ccccc2OC)S(=O)(=O)c2ccc(C)cc2)cc1	-4.2%&3.6%	-3.8%&-0.3%	1.8%&-4.5%	14.9%&-0.7%	0.9%&5.1%	19.4%&12.0%	3.1%&4.4%	-23.9%&-12.5%	0.4&-6.3
O=C(COC(=O)c1ccco1)NC1CCCc2ccccc21 (stereo not drawn)	-0.7%	2.5%	-1.8%	-37.5%	2.2%	20.1%	-3.8%	-22.7%	-7.1
O=C(NCc1ccccc1F)c1cccc(S(=O)(=O)N2CCCCCC2)c1	-1.1%	-0.6%	-3.9%	17.7%	-4.8%	22.6%	1.8%	-13.7%	-17.0
CN(CC(=O)NC1CCCc2ccccc21)S(=O)(=O)c1cccs1 (stereo not drawn)	0.4%	-11.9%	-3.4%	29.0%	-1.8%	-16.0%	-3.3%	3.5%	5.0
Cc1cc2nc(CN(C)C(=O)C3CCC(=O)N(C4CCCC4)C3)[nH]c2cc1C (stereo not drawn)	4.7%	/	-0.6%	/	-7.3%	/	0.7%	-5.0%	-1.4
CC(=O)NCCc1nc2ccccc2n1CCCCOc1ccc(Cl)cc1	12.2%	-2.3%	-3.2%	-4.2%	1.5%	10.6%	2.1%	-3.6%	1.9
CN1c2ccc([N+](=O)[O-])cc2C(C)(C)C12C=Cc1cc(C(=O)O)ccc1O2 (stereo not drawn)	-4.7%	-8.0%	-0.7%	4.7%	-5.2%	-8.3%	-1.0%	-4.1%	-2.9
CCOc1ccccc1NC(=O)CCN(c1ccc(C)cc1)S(=O)(=O)c1ccccc1	5.2%	-15.0%	-4.6%	-35.0%	4.8%	-11.3%	1.0%	-11.3%	0.3
COc1cccc(C2C(C(=O)Nc3ccc(C)cc3C)=C(C)Nc3c(C(=O)Nc4cccc(C)c4)cnn32)c1OC (stereo not drawn)	-21.8%	3.8%	-3.4%	6.7%	-1.1%	16.3%	5.2%	-6.1%	0.4
N/C(=N\OC(=O)c1ccc(Cl)c([N+](=O)[O-])c1)c1ccccn1	-7.2%	1.3%[57.1 µM]	7.7%	7.8%	5.7%	9.1%[57.1 µM]	-11.0%	6.9%	-5.3
CC(/C=C/c1ccccc1)=N/NC(=O)Cn1nnc(N)n1	2.1%	-5.7%	-8.2%	-8.0%	7.2%	0.8%[57.1 µM]	-1.4%	2.3%	-1.6
CCc1ccc(NC(=O)Cn2nnc(C(=O)NCc3ccc4c(c3)OCO4)c2N)cc1	0.0%	-7.7%	-3.5%	-4.4%[56.9 µM]	1.1%	2.2%	-1.1%	-18.0%	-15.9
CC(C)N(Cc1nccn1C)C(=O)c1cc(COc2cccc(C(F)(F)F)c2)on1	0.0%	-4.4%	0.0%	10.3%	-14.7%	-0.2%	1.5%	?	-1.0
O=C(Cn1nc(Cc2cccnc2)c2ccccc2c1=O)N1CCN(C(=O)c2ccco2)CC1	-4.5%	4.1%[57.1 µM]	0.8%	-9.1%	-5.6%	-6.8%[57.1 µM]	0.9%	-9.6%	6.1
O=C(c1ccc(Cl)c([N+](=O)[O-])c1)N1CCN(c2ccccn2)CC1	0.3%	-8.0%	-3.2%	15.5%	0.0%	-9.3%	0.4%	-15.3%	-7.7
Cc1cc(NC(=O)COc2cccnc2[N+](=O)[O-])no1	8.1%	4.7%[57.1 µM]	-0.7%	7.7%	7.7%	11.5%[57.1 µM]	-0.7%	0.5%	-1.1
COC(=O)C1=C(C)NC=C([N+](=O)[O-])C1c1ccc(OC)cc1 (stereo not drawn)	0.0%	-1.7%	-2.8%	-2.5%	-24.6%	15.8%	-4.7%	-21.5%	0.6
Cc1ccc(C(=O)Nc2ccccc2C(=O)O)cc1S(=O)(=O)Nc1ccccc1	-2.6%	-3.6%	-2.0%	9.3%	-0.4%	15.4%	-5.0%	-20.9%	-1.1
C[C@@H](NS(=O)(=O)c1ccc(Br)cc1F)[C@@H](O)c1ccccc1	2.2%	2.6%	-4.1%	-8.7%	9.4%	20.9%	7.4%	-20.6%	-11.9
CN(CC(=O)Nc1ccc2c(c1)CCC2)CC(=O)Nc1ccccc1Br	9.2%	-6.9%	-0.6%	-106.7%[56.9 µM]	5.9%	6.7%	8.8%	-23.6%	0.9
COc1ccc(NS(=O)(=O)c2cc(N/C(=N\S(=O)(=O)c3ccccc3)c3ccc(F)cc3)ccc2Cl)cc1	-7.2%	-11.3%	-1.8%	12.3%	1.9%	-7.1%	-22.7%	-15.9%	-17.6
COc1ccc(-c2nc(CN3CCC(C(=O)NC4CCCC4)CC3)c(C)o2)cc1OC	-8.9%	7.3%	-0.2%	12.0%	0.4%	11.5%	2.4%	-21.0%	-4.7
COc1ccc(OC)c(NC(=O)COC(=O)CCCN=C2NS(=O)(=O)c3ccccc32)c1	1.3%	4.6%	1.9%	10.1%	-4.0%	12.2%	-0.2%	-1.6%	-3.5
CCCCCN1C(C(=O)c2ccccc2)=C(OC(=O)CC)c2ccccc2S1(=O)=O	5.9%	-3.5%	-3.7%	5.0%	7.3%	14.8%	-9.3%	-20.8%	7.3
CCCCCn1c(CNC(=O)c2cccs2)nc2ccccc21	3.4%	3.4%	-0.3%	26.5%	1.8%	-5.2%	0.0%	?	-0.8
Further entries follow.
SMILES	IDH1 R132H inh	TrxR1 substrate	GRP78 ERSR act	RGS4 inh	Vif-APOBEC3F blk	TrxR1 inh	Vif-A3G inh	USP1-UAF1 inh	LDHA inh
CCOc1cc(N2CCOCC2)c(OCC)cc1NC(=O)[C@H](C)NC(=O)c1ccco1	-8.2%	-1.2%[57.1 µM]	-4.9%	2.4%	4.2%	17.6%[57.1 µM]	1.0%	-3.0%	-0.9
CCCC1=Nc2cc(C(=O)NCCCOCC)ccc2Sc2ccccc21	-0.8%	-7.9%	-6.4%	-24.1%	-17.2%	5.3%	?	-10.0%	3.2
COc1ccc(N2CCN(CCCNC(=S)Nc3c(C)cccc3C)CC2)cc1	0.0%	3.9%	2.1%	-11.4%	-6.7%	13.9%	-1.3%	-3.6%	-9.6
CCc1cccc(OCC(=O)Nc2cc(S(=O)(=O)N3CCOCC3)ccc2N2CCCC2)c1	-6.6%	5.3%	-2.4%	-14.1%	1.5%	35.5%	-12.1%	-28.4%	2.8
COc1ccc(C2=NN(C(=O)C(O)c3ccccc3)C(O)(C(F)(F)F)C2)cc1 (stereo not drawn)	-3.2%	1.8%[57.1 µM]	2.1%	-17.8%	0.5%	0.8%[57.1 µM]	-4.4%	-20.7%	3.0
Cc1ccc2cccc(OCC(=O)Nc3ccc(N4CCOCC4)cc3)c2n1	8.9%	8.5%	-2.0%	-17.0%[56.9 µM]	4.9%	35.9%	-13.2%	-21.7%	5.1
CCn1c(SCC(=O)c2ccc(NC(C)=O)c(OC)c2)nnc1-c1ccc(NS(C)(=O)=O)cc1	3.7%	9.1%[57.1 µM]	-2.7%	-47.0%	-0.8%	4.4%[57.1 µM]	0.7%	1.2%	-1.8
N#CCN1CCN(CC(=O)Nc2cccc3ccccc23)CC1	-1.6%	-2.4%[57.1 µM]	-4.0%	?	-13.1%	7.7%[57.1 µM]	-1.3%	-7.4%	-1.5
CCOc1ccc(CNC(=O)Cn2nc(C)n3nc(-c4ccccc4)cc3c2=O)cc1	-7.0%	18.6%	-1.4%	10.2%	-5.4%	15.1%	-2.1%	-20.5%	-11.3
COC(=O)c1ccc2c(=O)n(Cc3ccc(C(=O)NCCCN4CCOCC4)cc3)c(=S)[nH]c2c1	-17.0%	6.1%	3.5%	8.6%	-9.7%	4.2%	11.7%	-6.7%	-8.6
c1cc2ccc3ccc(CN4CCOCC4)c4ccc(c1)c2c34	5.8%	35.2%[activator]	3.5%	-1.9%	-9.8%	34.5%	0.7%	-12.1%	-3.1
COc1ccc(Cn2c(=O)c3oc4ccccc4c3n(Cc3ccc(F)cc3)c2=O)cc1	10.9%	-2.0%	-1.6%	-2.1%	0.2%	2.9%	0.5%	-9.2%	0.7
COc1cc(OC)c(NC(=O)/C=C/C(=O)O)cc1Cl	2.6%	5.1%[57.1 µM]	1.2%	-17.4%	-0.1%	16.3%[57.1 µM]	-1.8%	?	8.2
C/C(=N\NC(=S)Nc1ccccc1)C1Cc2ccccc2C(=O)O1 (stereo not drawn)	-1.3%	6.6%[11.4 µM]	5.6%	-28.9%	?	10.8%[11.4 µM]	-6.4%	?	0.9
Cc1ccc(Nc2nnc(-c3ccc(N4CCOCC4)c([N+](=O)[O-])c3)c3ccccc23)cc1	4.1%	-4.0%[57.1 µM]	-2.4%	-19.6%	-0.5%	20.0%[57.1 µM]	-1.3%	-1.9%	-4.0

This is a subset, so the mix of outcomes need not match the whole.
